D2 antagonist: antagonists of human D2 dopamine receptor; P14416; HEK293 TREx D2 cells, calcium flux, dopamine EC80; inhibition, % at 10 µM; actives 2% (n = 340,000); AID 485344; in the data active means inhibition above about 30%; further: 0% is about no effect
Target sequence (P14416 whole entry, looked up): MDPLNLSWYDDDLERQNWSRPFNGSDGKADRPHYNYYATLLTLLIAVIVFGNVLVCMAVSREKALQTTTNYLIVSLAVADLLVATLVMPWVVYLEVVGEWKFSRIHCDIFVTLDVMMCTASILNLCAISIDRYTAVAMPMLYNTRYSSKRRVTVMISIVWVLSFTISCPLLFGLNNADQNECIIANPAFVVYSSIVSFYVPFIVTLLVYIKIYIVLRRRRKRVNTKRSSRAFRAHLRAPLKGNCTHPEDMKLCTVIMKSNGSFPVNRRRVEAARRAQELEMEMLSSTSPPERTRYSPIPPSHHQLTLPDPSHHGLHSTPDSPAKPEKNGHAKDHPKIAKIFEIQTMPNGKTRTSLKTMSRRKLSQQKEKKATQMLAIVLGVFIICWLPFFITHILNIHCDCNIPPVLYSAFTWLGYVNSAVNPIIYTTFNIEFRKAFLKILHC
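Inhibition of EC80 dopamine-driven calcium flux, recorded kinetically, defines activity here; cells are a tetracycline-induced HEK293 T-REx line expressing force-coupled D2.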
TRHR PAM: TRH receptor (human) allosteric enhancement; P34981; TRHR cells, fluo-8 calcium fluorescence, EC20 TRH enhancement; enhancement, % at 2 µM; actives 0.66% (n = 360,000); AID 493056; in the data active means enhancement above about 30%; further: 0% is about no effect
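Enhancer read-out: after compound pinning and an initial kinetic agonist-mode read, an EC20 of TRH (10 nM final) was injected and fluo-8 calcium signal (Ex 480/Em 530) followed at 1 s/cycle for 100 cycles in TRHR-expressing cells.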
USP1-UAF1 inh: blocks the human USP1/UAF1 deubiquitinase complex. Potency, µM (highest dose often 57.1 µM), inactives show at the highest dose activity change, negative = inhibition, actives largely listed as inhibitors. recombinant USP1/UAF1, Ub-Rhodamine cleavage fluorescence. O94782. actives 0.23% (n = 390,000); further: potency means the concentration at half of the fitted maximal effect; on the % scale 0 is the no-effect control and ±100 the full control effect; nearly all actives have a fitted effect of over 60% in size; inactives centre near -12
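USP1/UAF1 complex (1 nM) preincubated 15 min at room temperature with compound, then Ub-Rho substrate (150 nM final) added. Kinetic fluorescence at 480/540 nm over 6 reads at 60 s intervals; 50 mM HEPES pH 7.8, 0.5 mM EDTA, 0.1 mg/ml BSA, 1 mM TCEP, 0.01% Tween-20.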
TRHR ag: agonists of human TRH receptor | P34981 | TRHR cells, calcium flux fluo-8, FDSS agonist mode | activation, % at 2 µM | actives 0.18% (n = 360,000) | AID 493084; in the data active means activation above about 30%; further: 0% is about no effect
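Agonist-mode FDSS calcium read (Ex 480/Em 530, 1 s cycles) in 1536-well TRHR cells with fluo-8 dye, after 10-cycle baseline and 23 nL compound addition; TRH at EC20 (10 nM final) added afterwards for the enhancer phase.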
TrxR1 substrate: substrates of rat thioredoxin reductase 1; Potency, µM (titrated, usually from 114 µM), inactives show at the top dose activity change, negative = substrate turnover; O89049; purified TrxR1 substrate turnover, NADPH consumption readout; AID 588456; actives 0.01% (n = 390,000); further: potency means the concentration at half of the fitted maximal effect; on the % scale 0 is the no-effect control and ±100 the full control effect; nearly all actives have a fitted effect of over 50% in size
Target sequence (O89049 whole entry, looked up): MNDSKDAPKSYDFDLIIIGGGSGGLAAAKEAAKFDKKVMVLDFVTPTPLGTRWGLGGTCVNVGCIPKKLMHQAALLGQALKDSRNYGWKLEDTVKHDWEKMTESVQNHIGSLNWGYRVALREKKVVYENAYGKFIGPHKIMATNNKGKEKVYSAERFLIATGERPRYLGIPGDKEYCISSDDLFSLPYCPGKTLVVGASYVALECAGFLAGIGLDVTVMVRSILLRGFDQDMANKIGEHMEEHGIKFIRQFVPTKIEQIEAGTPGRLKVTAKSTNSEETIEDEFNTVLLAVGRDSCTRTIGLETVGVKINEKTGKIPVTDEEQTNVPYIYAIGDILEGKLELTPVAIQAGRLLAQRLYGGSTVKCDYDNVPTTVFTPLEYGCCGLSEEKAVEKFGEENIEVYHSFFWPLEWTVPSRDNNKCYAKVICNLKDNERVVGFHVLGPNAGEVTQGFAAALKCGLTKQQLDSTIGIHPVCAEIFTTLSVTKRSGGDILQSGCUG
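Rat TrxR1, dispensed at 90 nM, was prereduced with 400 uM NADPH (final) for 5 min at ~22 deg C, then incubated with compound 15 min before 400 uM selenite. A first-read NADPH fluorescence drop versus no-compound background flagged substrates.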
Pin1 inhibitor: blocks the human prolyl isomerase Pin1 | Q13526 | Pin1 FP peptide displacement, HiFluor488, 10 min | AID 504891 | Potency, µM (series often up to 115 µM), for the others: top-dose activity, negative = inhibition, most hits filed as inhibitors | actives 0.009% (n = 390,000); active means well fitted inhibition curve with a large enough effect in the polarisation, with a control signal flat, not every such curve was filed as active; inconclusive means small, poorly fitted or top-dose-only effect, or effect the other way, or a change in a side signal; inactive means no such curve, though single readings can be large or run the other way; the % refers to the polarisation; further: potency means the concentration at half of the fitted maximal effect; on the % scale 0 is the no-effect control and ±100 the full control effect
Target sequence (Q13526 whole entry, looked up): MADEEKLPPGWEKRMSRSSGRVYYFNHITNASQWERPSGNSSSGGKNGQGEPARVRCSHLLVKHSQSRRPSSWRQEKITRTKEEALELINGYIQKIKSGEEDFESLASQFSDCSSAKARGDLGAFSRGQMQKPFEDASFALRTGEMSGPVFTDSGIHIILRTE
IDH1 R132H inh: human IDH1 R132H inhibition; O75874; IDH1-R132H enzyme, NADPH consumption, diaphorase/resazurin fluorescence; Potency, µM (titrated, usually from 76.6 µM), without a hit: top-dose activity change, negative = inhibition, hits mostly inhibitors; actives 0.093% (n = 390,000); further: potency means the concentration at half of the fitted maximal effect; on the % scale 0 is the no-effect control and ±100 the full control effect; nearly all actives have a fitted effect of over 65% in size
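IDH1-R132H (0.5 ug/mL dispensed) in pH 7.5 Tris buffer was preincubated 30 min with compound, then given a substrate mix of 0.016 mM NADPH and 2 mM alpha-KG for 80 min at room temperature; remaining NADPH was read by diaphorase/resazurin fluorescence.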
D2 agonist: agonists of human D2 dopamine receptor | HEK293 T-REx D2 cells, calcium flux agonist mode | AID 485358 | activation, % at 2 µM | P14416 | actives 0.53% (n = 340,000);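 active means activation over 3 SD above normal in the single-dose calcium agonist read, cut at about 30% in these data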; further: 0% is about no effect
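Agonism scored from kinetic calcium signal (1 read/sec, 180 s) following compound pin transfer, after a 10 s baseline. Cells: HEK293 Trex line expressing inducible D2 receptor coupled to calcium, dye-loaded after overnight culture at 30 C.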
rTrxR1 inhibitor: inhibitors of rat thioredoxin reductase 1; O89049; AID 588453; recombinant rTrxR1, NADPH fluorescence consumption, selenite substrate; Potency, µM (doses to about 114 µM), for the others: at the highest dose activity change, negative = inhibition, hits mostly inhibitors; actives 1% (n = 390,000); further: potency means the concentration at half of the fitted maximal effect; on the % scale 0 is the no-effect control and ±100 the full control effect; nearly all actives have a fitted effect of over 65% in size
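Rat TrxR1 (90 nM in the dispensed reagent) was pre-reduced with 400 uM NADPH for 5 min at room temperature, then incubated with compound for 15 min. After 400 uM selenite was added, NADPH fluorescence (Ex 340/Em 450 nm) was followed for 8 min.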
The depositor's hits bear a star; [ ] = remark or other dose. Unless noted, the call rests on the fitted dose curve; in most records, active means well fitted inhibition curve with a large enough effect; inconclusive means small, poorly fitted or top-dose-only effect; inactive means no such curve, though single readings can be large or run the other way. This is a subset; the hit share may differ from the screen's.

What do the screens show for `N=C1C(c2nc3ccccc3s2)=C(O)CN1NC(=O)c1ccccc1[N+](=O)[O-]`?
D2 antagonist: 3; TRHR PAM: -2; USP1-UAF1 inh: -16%; TRHR ag: 0.2; TrxR1 substrate: 4%; Pin1 inhibitor: 0%; IDH1 R132H inh: 0%; D2 agonist: 2.8; rTrxR1 inhibitor: 26%[57.1 µM]

Results for CCOc1ccccc1N(CC(=O)Nc1ccc(S(=O)(=O)N2CCOCC2)cc1)S(=O)(=O)c1ccccc1 ?
D2 antagonist: -9; TRHR PAM: 6; USP1-UAF1 inh: -26%; TRHR ag: -1.0; TrxR1 substrate: 11%[57.1 µM]; Pin1 inhibitor: -5%; IDH1 R132H inh: 1%; D2 agonist: 0.0; rTrxR1 inhibitor: 15%[57.1 µM]

Results for CCOc1ccc(-c2noc(-c3cccnc3)n2)cc1OC ?
D2 antagonist: 1; TRHR PAM: -2; USP1-UAF1 inh: -1%; TRHR ag: -0.7; TrxR1 substrate: -9%; Pin1 inhibitor: -8%; IDH1 R132H inh: 2%; D2 agonist: -0.5; rTrxR1 inhibitor: -11%

How did CC(NC(=O)c1sc2ccccc2c1Cl)C1CCCO1 (stereo not drawn) do in these assays?
TRHR PAM: 1; USP1-UAF1 inh: -13%; TRHR ag: -0.8; TrxR1 substrate: -4%; Pin1 inhibitor: 0%; IDH1 R132H inh: -2%; rTrxR1 inhibitor: 16%

What do the screens show for `Cc1sc(C(=O)NCc2cccnc2)c2nc(C)n(CC(=O)NCc3cccnc3)c(=O)c12`?
D2 antagonist: -1; TRHR PAM: 12; USP1-UAF1 inh: -12%; TRHR ag: 0.5; TrxR1 substrate: 12%; Pin1 inhibitor: 1%; IDH1 R132H inh: 12%; D2 agonist: 0.5; rTrxR1 inhibitor: 20%

Results for COc1ccc(/C=C2\C(=O)ON=C2c2ccccc2)cc1OC ?
D2 antagonist: 12; TRHR PAM: -3; USP1-UAF1 inh: -12%; TRHR ag: 0.5; TrxR1 substrate: 11%; Pin1 inhibitor: 3%; IDH1 R132H inh: 7%; D2 agonist: -0.4; rTrxR1 inhibitor: 32µM*

Results for NS(=O)(=O)c1cccc(NC(=O)COC(=O)Cn2cnc3ccccc32)c1 ?
D2 antagonist: 6; TRHR PAM: 3; USP1-UAF1 inh: -19%; TRHR ag: 0.4; TrxR1 substrate: 1%; Pin1 inhibitor: -5%; IDH1 R132H inh: 0%; D2 agonist: 0.2; rTrxR1 inhibitor: 13%

Results for COc1ccc(-c2nnc(SCCC(=O)O)n2-c2ccccc2)cc1 ?
D2 antagonist: -4; TRHR PAM: -3; USP1-UAF1 inh: -8%; TRHR ag: 0.3; TrxR1 substrate: 10%; Pin1 inhibitor: 1%; IDH1 R132H inh: -1%; D2 agonist: -2.3; rTrxR1 inhibitor: 6%

How did COC(=O)C1=C(N)OC2=C(C(=O)CCC2)C1c1cccnc1 (stereo not drawn) do in these assays?
D2 antagonist: -27; TRHR PAM: -12; USP1-UAF1 inh: -8%; TRHR ag: -0.5; TrxR1 substrate: 2%; Pin1 inhibitor: 5%; IDH1 R132H inh: 0%; D2 agonist: -0.5; rTrxR1 inhibitor: 1%

What do the screens show for `COc1ccc(Cl)cc1C(=O)NNC(=O)CSc1nnnn1C`?
D2 antagonist: 16; TRHR PAM: 3; USP1-UAF1 inh: -4%; TRHR ag: -0.1; TrxR1 substrate: -15%; Pin1 inhibitor: -7%; IDH1 R132H inh: 0%; D2 agonist: -0.6; rTrxR1 inhibitor: 22%[57.1 µM]

What do the screens show for `CCCc1cc(=O)n2[nH]c(-c3cc(OC)c(OC)c(OC)c3)nc2n1`?
D2 antagonist: -9; TRHR PAM: -2; USP1-UAF1 inh: -22%; TRHR ag: 1.0; TrxR1 substrate: 19%[57.1 µM]; Pin1 inhibitor: -5%; IDH1 R132H inh: 5%; D2 agonist: 0.9; rTrxR1 inhibitor: 26%[57.1 µM]

What do the screens show for `CC1=CC(=C(C#N)C#N)C=C(C)N1CCN1CCNCC1`?
D2 antagonist: -11; TRHR PAM: -2; USP1-UAF1 inh: -16%; TRHR ag: 0.3; TrxR1 substrate: 5%[57.1 µM]; Pin1 inhibitor: 15%; IDH1 R132H inh: 25%; D2 agonist: 1.9; rTrxR1 inhibitor: inconclusive

What do the screens show for `Cn1cnnc1SCc1ccc(C(=O)n2ncc(C#N)c2N)cc1`?
D2 antagonist: 3; TRHR PAM: 6; USP1-UAF1 inh: -18%; TRHR ag: 0.7; TrxR1 substrate: 1%; Pin1 inhibitor: -2%; IDH1 R132H inh: -2%; D2 agonist: 0.1; rTrxR1 inhibitor: -21%

How did CCOc1ccc(NC(=O)C2CCC(N3C(=O)C4CC=CCC4C3=O)CC2)cc1 (stereo not drawn) do in these assays?
D2 antagonist: 0; TRHR PAM: 3; USP1-UAF1 inh: -24%; TRHR ag: -0.6; TrxR1 substrate: -12%; Pin1 inhibitor: -7%; IDH1 R132H inh: 0%; D2 agonist: -0.3; rTrxR1 inhibitor: -31%

Results for COC(=O)C1(C)NC(c2ccccc2C)C2C(=O)N(c3ccccc3)C(=O)C21 (stereo not drawn) ?
D2 antagonist: -9; TRHR PAM: 4; USP1-UAF1 inh: -19%; TRHR ag: 0.4; TrxR1 substrate: 5%; Pin1 inhibitor: 4%; IDH1 R132H inh: 3%; D2 agonist: -0.5; rTrxR1 inhibitor: 19%

Results for CNC(=O)NC(=O)CSc1nnc(C(F)(F)F)n1C ?
D2 antagonist: 14; TRHR PAM: 3; USP1-UAF1 inh: -15%; TRHR ag: -0.2; TrxR1 substrate: 5%; Pin1 inhibitor: -10%; IDH1 R132H inh: -2%; D2 agonist: -1.5; rTrxR1 inhibitor: 13%

Results for CCN(CC)c1ccc(NC(=O)CCc2nnc3ccc(N4CCCCC4)nn23)c(C)c1 ?
D2 antagonist: -21; TRHR PAM: -10; USP1-UAF1 inh: -13%; TRHR ag: -0.9; TrxR1 substrate: -17%; Pin1 inhibitor: 5%; IDH1 R132H inh: 6%; D2 agonist: 1.0; rTrxR1 inhibitor: -16%

Results for CCOc1ccccc1N1CCN(C(=O)c2ccccc2)CC1 ?
D2 antagonist: -13; TRHR PAM: 4; USP1-UAF1 inh: -9%; TRHR ag: -0.1; TrxR1 substrate: 0%; Pin1 inhibitor: -3%; IDH1 R132H inh: 4%; D2 agonist: -2.0; rTrxR1 inhibitor: inconclusive

What do the screens show for `Cc1ccccc1N(C(=O)c1snc(C(N)=O)c1N)C(C(=O)NCC1CCCO1)c1ccc(F)cc1` (stereo not drawn)?
D2 antagonist: -18; TRHR PAM: 40*; USP1-UAF1 inh: -21%; TRHR ag: -0.6; TrxR1 substrate: 38%[activator][57.1 µM]; Pin1 inhibitor: inconclusive; IDH1 R132H inh: 5%; D2 agonist: 0.0; rTrxR1 inhibitor: 18%[57.1 µM]

What do the screens show for `Cc1ccc(C)c(-c2nnc(NC(=O)COc3ccccc3)o2)c1`?
D2 antagonist: 6; TRHR PAM: 1; USP1-UAF1 inh: -11%; TRHR ag: 0.1; TrxR1 substrate: -4%; Pin1 inhibitor: 1%; IDH1 R132H inh: -3%; D2 agonist: -0.4; rTrxR1 inhibitor: -3%

How did COc1ccc(C(=O)NC(CC(=O)O)c2cc([N+](=O)[O-])ccc2Cl)c(SC)c1 (stereo not drawn) do in these assays?
D2 antagonist: -13; TRHR PAM: 5; USP1-UAF1 inh: -6%; TRHR ag: 0.3; TrxR1 substrate: 2%[57.1 µM]; Pin1 inhibitor: 2%; IDH1 R132H inh: 14%; D2 agonist: -1.0; rTrxR1 inhibitor: 15%[57.1 µM]

How did COc1ccc(N(Cc2ccccc2)C(=O)c2nc(S(C)(=O)=O)ncc2Cl)cc1 do in these assays?
TRHR PAM: -25; USP1-UAF1 inh: 2%; TRHR ag: 0.6; TrxR1 substrate: 7%; Pin1 inhibitor: 9%; IDH1 R132H inh: -1%; D2 agonist: 7.6; rTrxR1 inhibitor: 1µM*

How did COc1ccc(C(=O)NNC(=O)C(Cc2ccc(O)cc2)NC(=O)c2ccccc2NC(=O)c2ccc(OC)cc2)cc1 (stereo not drawn) do in these assays?
D2 antagonist: -6; TRHR PAM: -5; USP1-UAF1 inh: -11%; TRHR ag: 0.5; TrxR1 substrate: 22%; Pin1 inhibitor: 8%; IDH1 R132H inh: -3%; D2 agonist: -0.3; rTrxR1 inhibitor: 1%

What do the screens show for `O=c1c2cc(F)ccc2sn1-c1ccc(F)cc1`?
D2 antagonist: -7; TRHR PAM: 4; USP1-UAF1 inh: -6%; TRHR ag: 5.7; TrxR1 substrate: -11%; Pin1 inhibitor: -11%; IDH1 R132H inh: -5%; D2 agonist: 0.1; rTrxR1 inhibitor: 129%[activator]

What do the screens show for `CCOc1cc(CNc2ccc3c(c2)OCCO3)cc(Br)c1OC`?
TRHR PAM: -6; USP1-UAF1 inh: -28%; TRHR ag: -0.3; TrxR1 substrate: 9%[57.1 µM]; Pin1 inhibitor: -7%; IDH1 R132H inh: 4%; rTrxR1 inhibitor: -26%[57.1 µM]

How did O=C(Nc1ccc(N2CCCC2)c(Cl)c1)c1ccc([N+](=O)[O-])cc1 do in these assays?
D2 antagonist: 8; TRHR PAM: -6; USP1-UAF1 inh: -11%; TRHR ag: -0.5; TrxR1 substrate: 0%; Pin1 inhibitor: -9%; IDH1 R132H inh: 9%; D2 agonist: -0.1; rTrxR1 inhibitor: 24%

How did Cc1ccc(Nc2nnc(SCC(=O)Nc3cccc(S(=O)(=O)NC4=NCCCCC4)c3)s2)c(C)c1 do in these assays?
D2 antagonist: 1; TRHR PAM: -3; USP1-UAF1 inh: -7%; TRHR ag: 0.1; TrxR1 substrate: -13%; Pin1 inhibitor: 25%; IDH1 R132H inh: 2%; D2 agonist: -0.1; rTrxR1 inhibitor: -8%

Bioassay records deposited in PubChem by National Center for Advancing Translational Sciences (NCATS).
